# APJ ag – activates the human apelin receptor APJ; CHO-K1 APJ PathHunter beta-arrestin, luminescence; 0% DMSO wells, 100% apelin; activation, % at 20 µM; actives 0.11% (n = 330,000);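 active = activation more than six SD over the plate average, tested at 20 µM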;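 also: 0% = DMSO alone and 100% = apelin-13 at 10 nM; some results filed as inactive read as strong as hits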
# Target sequence (P35414 whole entry, looked up): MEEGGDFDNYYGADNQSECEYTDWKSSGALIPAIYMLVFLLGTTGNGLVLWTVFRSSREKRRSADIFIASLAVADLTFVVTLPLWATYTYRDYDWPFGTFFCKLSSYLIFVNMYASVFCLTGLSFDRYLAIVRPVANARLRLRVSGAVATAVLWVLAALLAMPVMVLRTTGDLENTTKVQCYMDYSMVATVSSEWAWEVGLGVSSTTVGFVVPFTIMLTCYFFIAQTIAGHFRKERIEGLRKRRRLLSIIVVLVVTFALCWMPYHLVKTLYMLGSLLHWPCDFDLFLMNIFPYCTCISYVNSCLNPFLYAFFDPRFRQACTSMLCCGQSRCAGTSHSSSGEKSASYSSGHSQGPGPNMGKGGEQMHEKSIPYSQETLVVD
#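 Assay system: engineered CHO-K1 APJ arrestin reporter cells; Amount: 1000 CHO-K1 reporter cells seeded per well; Dosing: one dose, 20 µM compound, 1% DMSO; Times: compound stimulation 90 min at 25 °C, detection 60 min; Measured by: luminescent beta-gal fragment complementation, chemiluminescent substrate; Read-out: APJ–arrestin association signal; Controls: DMSO vs Apelin-13 10 nM.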
# CXCR6 block – blocks human CXCR6 beta-arrestin recruitment; O00574; CHO-K1 PathHunter CXCR6 beta-arrestin, luminescence; inhibition, % at 20 µM; actives 0.36% (n = 360,000); AID 602244; in the data active = inhibition above about 34%, passing the limit was not always enough;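 also: antagonist mode with CXCL16 agonist at 10 nM final; 0% = 10 nM CXCL16 with DMSO and 100% = unstimulated wells without agonist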
# Target sequence (O00574 whole entry, looked up): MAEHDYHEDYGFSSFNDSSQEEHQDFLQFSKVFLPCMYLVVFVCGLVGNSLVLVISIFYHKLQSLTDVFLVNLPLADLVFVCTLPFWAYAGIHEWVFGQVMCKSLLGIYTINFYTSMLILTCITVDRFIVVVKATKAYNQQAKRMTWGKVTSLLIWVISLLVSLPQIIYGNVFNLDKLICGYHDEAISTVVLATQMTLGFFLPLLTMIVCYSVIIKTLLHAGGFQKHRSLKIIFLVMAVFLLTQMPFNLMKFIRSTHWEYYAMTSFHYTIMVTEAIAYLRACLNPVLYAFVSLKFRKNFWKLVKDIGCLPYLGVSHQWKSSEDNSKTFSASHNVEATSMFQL
# CHOP UPR activ – apoptotic UPR (CHOP) activation | AID 449763 | CHO-CHOP luciferase reporter, luminescence; percent of tunicamycin response over DMSO baseline | activation, % at 10 µM | actives 0.34% (n = 330,000);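 active = at 10 µM dose, activation of 40% or more, normalized to positive control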;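 also: 100% = tunicamycin at 10 µg/mL and 0% = DMSO alone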
#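 Evaluation: % reporter activation, DMSO baseline versus tunicamycin full activation; System: CHO-CHOP luciferase reporter cell line; Input: 500 cells/well; Incubation: 6 h compound treatment, 37 °C; Measured by: Steady-Glo luciferase luminescence; Dosing: one dose, 10 µM in 0.5% DMSO; Buffer or medium: F12 medium, 10% FBS; Benchmarks: positive tunicamycin 10 µg/mL, negative DMSO alone.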
# TIM10 inh – TIM10 yeast growth inhibition; S. cerevisiae TIM10 strain growth, BacTiter-Glo luminescence, 24 h; inhibition, % at 10 µM; actives 1.4% (n = 330,000); AID 463195;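 active = inhibition of 40% or more at the single tested concentration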;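 also: wild-type TIM10 isogenic control strain grown at permissive 25 °C; 0% = DMSO yeast wells and 100% = minimal medium wells without yeast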
# XBP1 UPR activ – activators of adaptive arm of unfolded protein response (XBP1). CHO-XBP1 luciferase reporter, IRE1-XBP1 UPR activation, luminescence; percent of tunicamycin response, DMSO as zero. activation, % at 20 µM. actives 0.33% (n = 330,000);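 active = versus positive control, 20 µM dose yields 30% or more activation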;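 also: 100% = tunicamycin at 10 µg/mL and 0% = DMSO only wells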
#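 assay system = CHO-XBP1 luciferase reporter cells | amount = 1000 cells/well | buffer or medium = F12 plus 10% FBS | compound dosing = single point, 20 µM final compound, 1% DMSO | incubation = 16-18 h cell attachment at 37 °C, then 6 h compound exposure | detection = Steady-Glo luminescence read | controls = tunicamycin 10 µg/mL and vehicle-only wells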
# Mdm2-MdmX inh – disrupts the human Mdm2-MdmX interaction. O15151+Q00987. actives 3% (n = 330,000). SaOS-2 split-luciferase Mdm2/MdmX complementation, luminescence. AID 485346. inhibition, % at 8 µM;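 active = inhibition of at least 50% at 8 µM in the primary screen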
# tim10-1 inh – inhibits growth of tim10-1 mutant yeast. S. cerevisiae tim10-1 ts strain growth, BacTiter-Glo, 24 h. inhibition, % at 20 µM. actives 2.2% (n = 330,000). AID 463190;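 active = inhibition of at least 40%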;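 also: mutant grown at 25 °C; 0% = DMSO wells with yeast and 100% = wells holding no yeast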
# APJ antag – APJ receptor antagonism; CHO-K1 APJ beta-arrestin complementation, luminescence; AID 2521; inhibition, % at 20 µM; P35414; actives 0.32% (n = 330,000);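 active = inhibition above about 40% at 20 µM, limit read from the data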;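 also: cells challenged with 10 nM apelin-13 agonist together with compound; plate controls were apelin-13 plus DMSO wells for no effect and DMSO wells lacking apelin-13 for full effect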
# tim23-1 inh – inhibits growth of tim23-1 mutant yeast. actives 1.3% (n = 330,000). AID 463212. inhibition, % at 20 µM. S. cerevisiae tim23-1 growth, BacTiter-Glo luminescence, 24 h;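 active = growth inhibition of the mutant yeast at or above 50%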;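 also: temperature-sensitive mutant grown at 25 °C; plate controls were DMSO-treated mutant yeast for no effect and medium wells lacking yeast for full effect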
# An asterisk follows results filed as active; / = not tested or not shown. These rows are one share of the data; count on the stated rates, not on these rows.
SMILES,APJ ag,CXCR6 block,CHOP UPR activ,TIM10 inh,XBP1 UPR activ,Mdm2-MdmX inh,tim10-1 inh,APJ antag,tim23-1 inh
CCC(C)Nc1nc(N)c([N+](=O)[O-])c(NC2CCCCC2)n1 (stereo unspecified),4,-4,0.0,-3,35*,24,31,-11,2
Cc1ccccc1-c1nc2cc(Cl)ccc2c(=O)o1,-6,4,-0.2,24,49*,52*,10,8,29
COc1ccc(N2CCN(S(=O)(=O)c3cc4c(cc3C)N(C(C)=O)CCO4)CC2)cc1,-2,-3,-0.6,5,-1,24,14,2,9
CCn1c(=N)n(CC(=O)c2cccc(OC)c2)c2ccccc21,1,3,0.3,-2,6,-41,-5,5,6
O=[N+]([O-])c1ccc(O)c(CSc2nnnn2-c2ccccc2)c1,-5,-2,4.0,-1,-4,-6,5,22,7
Nc1nc(SCC(=O)NCCCO)nc2sc3c(c12)CCC3,-5,-6,0.9,8,-3,-1,10,16,6
COc1ccc(C(=O)Nc2cc(C)nn2-c2nc3ccccc3[nH]2)c(OC)c1,-6,25,0.3,25,10,51*,0,30,23
N#Cc1ccsc1NC(=O)C1CCCN1S(=O)(=O)c1cccs1 (stereo unspecified),0,-15,1.8,6,1,18,8,22,16
Cc1ccc(NC(=O)CSc2ccccc2NC(=O)c2ccccc2Cl)cc1Cl,3,-4,6.7,-1,-1,15,4,-11,4
CCOc1ccc(C(=O)Nc2nncs2)cc1OCC,1,-1,0.6,21,-2,-13,21,8,19
O=C(CN1CCOCC1)Nc1cc([N+](=O)[O-])ccc1Cl,0,0,-0.9,8,-1,23,3,-13,16
CCC1(c2ccccc2)NC(=O)N(Cc2cccc([N+](=O)[O-])c2)C1=O (stereo unspecified),-3,0,-0.5,-5,-1,4,13,9,0
CCOc1ccccc1C(=O)Nc1ccc(C(=O)c2ccccc2)cc1,-3,30,5.5,7,-3,-14,17,8,12
O=C(NCc1ccccc1)c1c[nH]c2cc3c(cc2c1=O)OCCO3,3,-2,3.5,-6,1,-117,10,-9,6
N#CCCN(/N=C/c1cccnc1)C1=NS(=O)(=O)c2ccccc21,-1,-6,-1.4,11,0,1,7,10,-2
CC(NC(=O)CSc1nnc(-c2cc3cc(Cl)ccc3o2)n1C)c1ccccc1 (stereo unspecified),-2,2,-2.3,27,-2,5,22,0,17
Cc1occc1C(=O)N1CCN(S(C)(=O)=O)CC1,-1,-5,0.0,-11,0,11,9,4,12
COc1ccc(C)cc1S(=O)(=O)N(C)CC(=O)N1CCCCCC1,6,2,0.4,3,-1,-1,12,9,3
CN1CCN(NC(=S)Nc2ccccc2)CC1,-3,-8,-0.5,-15,-2,-6,0,-23,-3
Cc1ccc(S(=O)(=O)N2CCC(C(=O)NNC(=O)c3ccccc3)CC2)cc1,-3,-5,0.8,2,-2,13,1,-18,19
Cc1cccc(C(=O)Nc2scc(-c3ccc(Br)cc3)c2C(=O)O)c1,-3,0,3.8,4,-1,22,12,19,43
CN(C)/C(=N\OC(=O)c1ccccc1)c1nonc1N,-1,-18,1.6,21,-1,-11,36,-10,18
CCOC(=O)C1=C(C)N(C)C(C)=C(C(=O)OCC)C1c1ccc(Cl)cc1,-4,4,1.2,23,3,2,32,20,29
COC(=O)CSc1nc2ncc(Cl)cc2[nH]1,1,-5,-0.1,-19,-1,8,-21,-5,-3
Cc1nc(N)sc1C(=O)N/N=C/c1ccc([N+](=O)[O-])cc1,1,0,3.4,-28,-2,11,-11,-16,-18
O=C(Nc1ccc(F)cc1)c1oc2ccccc2c1NC(=O)C1CCCC1,-1,-5,0.9,17,1,4,25,15,25
COC(=O)[C@H](C)NC(=O)Nc1ccc(Oc2ccccc2)cc1,4,2,-0.6,-20,9,11,-40,9,-4
COc1cccc2c1OC1(C)CC2NC(=O)N1c1cccc(C(=O)N2CCN(c3ccccn3)CC2)c1 (stereo unspecified),-3,-10,1.8,3,-1,3,6,16,10
COc1ccc(C2COC(=O)C2=N)c(NC(=O)c2ccccc2)c1 (stereo unspecified),-2,0,1.5,-2,-1,10,15,6,8
COc1ccc(OC)c(Nc2nc(NCc3ccco3)c3ccccc3n2)c1,1,-1,-1.1,-6,-4,36,-14,8,19
COc1ccc(CN2CCN(CC3CC3)CC2CCO)c(C)c1C (stereo unspecified),0,-2,0.3,1,-1,-5,16,6,22
COc1ccc(NC(=O)C/C(C)=N/NC(=O)c2cccs2)c([N+](=O)[O-])c1,-3,-2,-1.8,-6,2,20,23,-4,16
COc1cccc(N2CCN(c3c(C#N)c(C(F)(F)F)nn3C)CC2)c1,-1,-6,0.7,-43,5,40,-7,-4,-40
Cc1ccc(Cn2nnc3c(=O)[nH]c(C4CCN(C(=O)Cc5cccs5)CC4)nc32)cc1,-3,16,-0.8,9,0,9,2,-2,15
CCCn1c(=S)[nH]c2cc(C(=O)N3CCN(c4ccccc4OC)CC3)ccc2c1=O,-5,14,-1.4,-8,-4,33,-11,3,-21
CCOc1ccc2[nH]cc(C(=O)NCc3ccc(F)cc3)c(=O)c2c1,6,-15,1.4,17,0,-3,-3,-27,4
COc1ccc2oc(C(=O)NC3CCCCC3)c(C)c2c1,-7,-5,4.3,4,-3,-103,24,8,14
Cc1ccccc1NS(=O)(=O)c1cccc2nsnc12,-4,-2,0.7,6,1,4,6,5,11
Cc1ccc(C(=O)Nc2ccc(C(=O)N3CCCCC3)cc2)cc1,-1,1,2.8,13,6,-26,12,-3,25
CCC(=O)Nc1ccc(C(=O)Cn2ncc(Cl)c(Cl)c2=O)cc1,-6,4,63*,-2,0,86*,-8,-33,19
O=C(Nc1ccc2oc(-c3ccccc3F)nc2c1)c1ccccc1F,1,-13,17,55*,0,-122,7,17,61*
COc1cc(OC)cc(C(=O)NC(=S)N2CCN(c3ccc(C(F)(F)F)cc3[N+](=O)[O-])CC2)c1,-6,28,-2.6,7,1,17,-4,3,-5
COc1ccccc1N1CCN(C(c2ccccc2Cl)c2nnnn2C(C)(C)C)CC1 (stereo unspecified),-1,6,13,25,-2,6,11,-10,33
COc1ccc(NC(=O)CSc2nncs2)cc1S(=O)(=O)N1CCCCC1,0,1,-0.5,3,0,-3,-17,3,-8
Cc1cc(NC(=O)CCC(=O)N(CCC(C)C)CC(=O)NCC2CCCO2)no1 (stereo unspecified),8,-4,1.9,-3,-2,16,12,-22,10
NNC(=O)CNc1cccc(Cl)c1,-3,12,0.0,0,5,-20,1,-9,10
Cn1nc(C(C)(C)C)cc1NC(=O)Nc1ccc(F)cc1F,-2,-2,-1.3,-14,-2,13,-9,-13,-8
O=C(CSc1nnc(-c2ccc(Cl)cc2)n1-c1ccc(Cl)cc1)N/N=C/c1ccco1,18*,-22,0.1,17,-1,-6,33,-80,35
CCOC(=O)Cc1csc(NC(=O)NC2(C(F)(F)F)Oc3ccccc3O2)n1,0,-3,1.8,2,11,31,-4,-6,-2
CCCc1cc(C(N)=O)c(NC(=O)c2ccco2)s1,-6,5,2.7,11,6,-4,21,18,15
C=CCN1C(=O)C(Cc2ccc(OCC)cc2)S/C1=N\N=C\c1cccs1 (stereo unspecified),-2,6,-1.1,12,2,7,12,2,16
O=C(O)C1C2C=CC(O2)C1C(=O)NCCCn1ccnc1 (stereo unspecified),-4,/,1.0,2,-4,23,-1,-9,-2
Cc1ccc(S(=O)(=O)N2CCCC2C(=O)n2nc(C)cc2C)cc1 (stereo unspecified),0,5,2.5,16,1,-8,7,4,25
COc1cc(C(C)=O)ccc1OCC(=O)N(CCC1=CCCCC1)c1c(N)n(Cc2ccccc2)c(=O)[nH]c1=O,1,-7,0.0,5,-2,18,12,10,10
CCC(C)c1ccc(NC(=O)c2ccco2)cc1 (stereo unspecified),0,-5,-3.0,21,-7,-69,36,3,38
CCC(SC1=NCCS1)C(=O)Nc1ccc(S(N)(=O)=O)cc1 (stereo unspecified),-2,6,1.1,-2,1,-13,-1,3,-1
Nc1cccc(Oc2ccc3c(c2)C(=O)NC3=O)c1,-2,4,3.5,5,-3,-8,10,4,24

# Ordered by length of the SMILES (high to low): 3 of the compounds above.
SMILES,APJ ag,CXCR6 block,CHOP UPR activ,TIM10 inh,XBP1 UPR activ,Mdm2-MdmX inh,tim10-1 inh,APJ antag,tim23-1 inh
COc1cc(OC)cc(C(=O)NC(=S)N2CCN(c3ccc(C(F)(F)F)cc3[N+](=O)[O-])CC2)c1,-6,28,-2.6,7,1,17,-4,3,-5
O=C(CSc1nnc(-c2ccc(Cl)cc2)n1-c1ccc(Cl)cc1)N/N=C/c1ccco1,18*,-22,0.1,17,-1,-6,33,-80,35
CCCc1cc(C(N)=O)c(NC(=O)c2ccco2)s1,-6,5,2.7,11,6,-4,21,18,15

# Single entries from the list:
# APJ antag, COc1cc(C(C)=O)ccc1OCC(=O)N(CCC1=CCCCC1)c1c(N)n(Cc2ccccc2)c(=O)[nH]c1=O stands at 10
# Mdm2-MdmX inh, CCC(SC1=NCCS1)C(=O)Nc1ccc(S(N)(=O)=O)cc1 (stereo unspecified) stands at -13

# Structural class: the compounds so far containing two or more sulfur atoms
SMILES,APJ ag,CXCR6 block,CHOP UPR activ,TIM10 inh,XBP1 UPR activ,Mdm2-MdmX inh,tim10-1 inh,APJ antag,tim23-1 inh
Nc1nc(SCC(=O)NCCCO)nc2sc3c(c12)CCC3,-5,-6,0.9,8,-3,-1,10,16,6
N#Cc1ccsc1NC(=O)C1CCCN1S(=O)(=O)c1cccs1 (stereo unspecified),0,-15,1.8,6,1,18,8,22,16
Cc1ccccc1NS(=O)(=O)c1cccc2nsnc12,-4,-2,0.7,6,1,4,6,5,11
COc1ccc(NC(=O)CSc2nncs2)cc1S(=O)(=O)N1CCCCC1,0,1,-0.5,3,0,-3,-17,3,-8
C=CCN1C(=O)C(Cc2ccc(OCC)cc2)S/C1=N\N=C\c1cccs1 (stereo unspecified),-2,6,-1.1,12,2,7,12,2,16
CCC(SC1=NCCS1)C(=O)Nc1ccc(S(N)(=O)=O)cc1 (stereo unspecified),-2,6,1.1,-2,1,-13,-1,3,-1

# Bioassay records: PubChem, Sanford-Burnham Center for Chemical Genomics
